NR1D1 modulator = Rev-erb alpha (human) modulation; 370,000 tested, 0.79% active; Rev-erbα–FITC-DNA binding, fluorescence polarization, 90 min; P20393; activity, % at 10 µM;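 active = activity above about 14%, limit read from the data; passing the limit was not always enough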;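 also: 0% = DMSO wells with 35 nM protein and 100% = DMSO wells with 750 nM protein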
hcDAF-12 act = activators of H. contortus DAF-12 nuclear receptor; HEK293 hcDAF-12 lit1-tk-luc reporter, luminescence; 0% DMSO, 100% Δ7-dafachronic acid; AID 652067; activation, % at 6.8 µM; 370,000 tested, 1.4% active;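 active = activation above the mean of all tested compounds plus 3 SD, cut at about 5.5% in these data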;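 also: 100% = response to 3 µM Δ7-dafachronic acid high control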
SMARCA2 act = increases SMARCA2 function in MMTV reporter cells; AID 652017; 370,000 tested, 1% active; activation, % at 9.1 µM; MG213 cells, MMTV-luciferase reporter, dexamethasone, overnight; in the data active = activation above about 7.8%;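 also: 0% = vehicle wells and 100% = reference activator wells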
DAX1 inh-1 = inhibits human nuclear receptor DAX1. P51843. HEK293 Gal4-DAX1 luciferase reporter, luminescence. inhibition, % at 6.75 µM. 340,000 tested, 0.99% active. AID 504766;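 active = inhibition above the mean over all tested compounds plus 3 SD, cut at about 4.2% in these data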;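 also: 0% = DAX1-transfected cells with DMSO and 100% = empty-vector control cells with DMSO; inhibition shows as a rise in luminescence from relieved DAX1 repression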
Target sequence (P51843 207-470 limits assumed): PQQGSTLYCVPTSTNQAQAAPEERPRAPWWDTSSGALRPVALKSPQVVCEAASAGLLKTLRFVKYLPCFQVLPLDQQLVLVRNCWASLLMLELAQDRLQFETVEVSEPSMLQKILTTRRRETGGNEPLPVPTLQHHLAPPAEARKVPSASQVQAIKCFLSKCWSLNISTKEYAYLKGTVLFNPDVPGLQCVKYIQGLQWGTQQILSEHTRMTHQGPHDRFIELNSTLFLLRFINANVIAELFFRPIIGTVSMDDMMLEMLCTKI
DAX1 inh-2 = DAX1 (NR0B1) inhibition, primary screen. HEK293T StAR-luciferase reporter, SF-1/DAX-1 repression relief. inhibition, % at 6.8 µM. 370,000 tested, 1.1% active. AID 652010;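 active = inhibition above the mean over all tested compounds plus 3 SD, cut at about 3.6% in these data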;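 also: 0% = DAX-1 cells with DMSO and 100% = cells lacking DAX-1 with DMSO; higher inhibition means more luminescence from relief of DAX-1 repression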
PLC-beta3 inh = inhibitors of human phospholipase C beta3 | AID 720704 | Purified PLC-beta3, fluorogenic substrate, fluorescence | inhibition, % at 12.2 µM | 370,000 tested, 0.18% active; in the data active = inhibition above about 11%;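 also: 0% = median of compound wells on plate and 100% = full blocker control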
ssDAF-12 act = S. stercoralis DAF-12 activation, primary screen; activation, % at 6.8 µM; 370,000 tested, 1% active; HEK293 ssDAF-12/GRIP1 lit1-tk-luc reporter, luminescence; % of 3 µM dafachronic acid response;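 active = activation above the mean over all tested compounds plus 3 SD, cut at about 0.9% in these data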;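 also: 0% = DMSO-only wells and 100% = 3 µM delta7-dafachronic acid wells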
ADAM17 inh = inhibitors of human ADAM17 | P78536 | recombinant ADAM17, EDANS/DABCYL FRET peptide cleavage | inhibition, % at 6.95 µM | 370,000 tested, 0.83% active;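 active = inhibition above the mean of compounds lying between control limits plus 3 SD, set per campaign, cut at about 8.5% in these data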;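 also: 0% = DMSO-only wells as the low control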
Target sequence (P78536 215-824 limits assumed): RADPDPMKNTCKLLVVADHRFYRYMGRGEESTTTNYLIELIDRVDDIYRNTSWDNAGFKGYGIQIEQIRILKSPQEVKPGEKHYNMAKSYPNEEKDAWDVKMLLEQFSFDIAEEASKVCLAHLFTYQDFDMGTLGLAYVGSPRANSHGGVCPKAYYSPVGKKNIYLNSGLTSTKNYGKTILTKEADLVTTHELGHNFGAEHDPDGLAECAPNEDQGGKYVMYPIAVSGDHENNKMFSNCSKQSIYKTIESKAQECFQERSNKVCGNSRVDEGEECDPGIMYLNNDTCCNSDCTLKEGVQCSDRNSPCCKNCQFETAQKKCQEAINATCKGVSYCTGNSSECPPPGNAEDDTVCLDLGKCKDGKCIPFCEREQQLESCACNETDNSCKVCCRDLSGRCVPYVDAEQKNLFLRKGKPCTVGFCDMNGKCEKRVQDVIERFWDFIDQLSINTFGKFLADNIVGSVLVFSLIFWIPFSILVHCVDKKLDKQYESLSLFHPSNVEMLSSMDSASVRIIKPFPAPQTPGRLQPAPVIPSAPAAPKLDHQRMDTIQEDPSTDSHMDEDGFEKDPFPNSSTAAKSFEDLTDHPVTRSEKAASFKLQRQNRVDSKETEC
hgDAF-12 ag = activates the H. glycines DAF-12 receptor ligand-binding domain. HEK293 GAL4-hgDAF12 UAS-luciferase reporter, agonist luminescence; normalized to butyrate control. activation, % at 6.8 µM. 370,000 tested, 1.8% active. AID 687014;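 active = activation above a cutoff set at the mean of all screened compounds plus 3 SD, cut at about 10% in these data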;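 also: 0% = DMSO wells and 100% = sodium butyrate wells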
PLCg1 inh = inhibitors of human phospholipase C gamma1. inhibition, % at 12.2 µM. 370,000 tested, 0.84% active. purified PLC-gamma1, fluorogenic substrate, fluorescence. AID 720700. P19174; in the data active = inhibition above about 9.5%
MBD2 DNA inh = inhibitors of human MBD2 binding to methylated oligonucleotide | Q9UBB5 | TR-FRET | inhibition, % at 4.4 µM | 370,000 tested, 0.31% active | AID 686964; in the data active = inhibition above about 13%
* hit, by the source's call; i = inactive; . = no result given.

SMILES	NR1D1 modulator	hcDAF-12 act	SMARCA2 act	DAX1 inh-1	DAX1 inh-2	PLC-beta3 inh	ssDAF-12 act	ADAM17 inh	hgDAF-12 ag	PLCg1 inh	MBD2 DNA inh
COc1cccc(OCC(=O)N(C)Cc2nc(-c3cccc(C)c3)no2)c1	-1	-1.9	-2	1.6	0.0	-2	-1.1	2	0.9	-1	1
CN1CCN(CCCNC(=O)CCN2C(=O)COc3ccccc32)CC1	-2	-2.4	-2	0.7	0.1	-8	-0.9	-3	-2.4	0	-2
Cc1ccc(C(C)C)cc1OCCn1cncn1	1	-3.3	3	0.4	-0.2	-2	-0.3	-1	0.0	0	5
O=C1c2cccnc2C(=O)N1Cc1cccs1	6	-1.2	-1	-0.2	1.0	-4	-1.7	0	1.0	-1	2
COc1cccc(CNC(=O)C2(C)CCCCN2C)c1 (stereo not given)	-7	1.1	-4	.	-0.4	6	-1.0	2	0.4	5	-7
COc1ccc(OCC(=O)Nc2ccccc2-c2ccccc2)cc1	0	-1.3	-3	0.8	-0.3	-1	-1.4	-1	-1.6	1	-1
COc1ccc(CNC(=O)/C(C#N)=C2\N=C(NC(=O)c3cccs3)c3ccccc32)cc1	2	-0.5	-1	-0.6	0.4	-50	-0.3	-10	1.7	-45	1
O=C(Nc1cccc(C(F)(F)F)c1)Oc1ccc(Cl)c2cccnc12	0	-1.0	-9	-0.4	-0.4	8	-0.8	2	-0.3	5	6
Cc1ccc(S(=O)(=O)N2CCN(S(=O)(=O)N3CCOCC3)CC2)cc1C	-1	-1.3	-1	-1.0	-0.6	0	-0.9	-3	-3.3	0	-1
CCOC(=O)C(Cc1ccccc1)NC(=O)CCc1nnc2ccc(N3CCOCC3)nn12 (stereo not given)	-1	-1.6	-2	0.7	0.2	-11	-1.3	-3	-2.9	1	0
O=C(CCCCCN1C(=O)c2ccccc2C1=O)Oc1ccc2c3c(c(=O)oc2c1)CCC3	-4	0.4	-3	0.1	0.0	-233	-0.3	-304	0.5	-214	-3
O=C(C1CCN(S(=O)(=O)c2cccc3nsnc23)CC1)N1CC=C(c2ccccc2)CC1	3	-2.5	-3	-0.1	-1.6	-3	-1.3	-2	-0.6	-5	-10
Cc1oc(C(=O)Nc2ccc(O)cc2)cc1COc1ccccc1	-6	-2.5	2	-0.8	-1.3	-5	-0.5	0	0.9	-1	-4
CCOc1cccc(NC(=O)C2CCCN(S(=O)(=O)c3ccc(OC)cc3)C2)c1 (stereo not given)	-1	-2.2	-3	-0.9	-0.9	2	-2.1	5	-0.2	7	-4
O=C(CCC(=O)NNC(=O)COc1ccc(Br)cc1)NCc1ccccc1	-4	-0.3	-3	.	-0.5	-4	-0.8	-3	2.0	-4	7
O=C(Nc1ccc2c(c1)CCC2)c1cc(S(=O)(=O)N2CCN(c3ccccc3)CC2)ccc1Cl	4	-0.2	-1	-1.2	-0.8	-3	-0.8	7	2.8	0	0
Nc1nonc1-c1nc2ccccc2n1CCC(=O)O	-5	1.5	-4	0.2	0.4	-6	-1.4	-2	-1.6	-3	-4
CCOc1ccc(-c2nc(CS(=O)(=O)CC(=O)NCc3ccc(F)cc3)c(C)o2)cc1	4	2.7	2	-0.7	-0.5	-4	-0.8	-2	3.8	1	0
O=C(Cn1c(=O)oc2ccccc21)NC(=O)NCc1ccccc1	6	-1.2	-2	-1.4	-0.8	1	-1.0	-7	0.0	2	2
COc1ccc(O)c(C(=O)c2cnn(C(=O)c3cccc(N(C)C)c3)c2)c1	-1	3.9	5	-0.5	0.6	-43	0.0	-32	10	-34	-2
O=C(Nc1cccnc1)Nc1ccc2c(c1)OCO2	-1	5.4	0	0.9	1.0	-4	-0.2	-5	7.8	-3	3
COc1cc(C)ccc1OCCOCCOc1ccc(C)cc1[N+](=O)[O-]	7	-0.9	-3	-0.2	-0.4	-2	-1.7	2	1.1	-5	-2
CCC(=O)N1c2ccc(S(=O)(=O)CCC(=O)N3CCn4c3nc3ccccc34)cc2CC1C (stereo not given)	-1	-1.0	0	1.7	0.2	0	-1.2	-2	-0.1	2	-1
O=C(COC(=O)c1cc(S(=O)(=O)N2CCOCC2)ccc1F)NCCc1ccc(F)cc1	6	-0.2	-2	1.1	-0.2	1	-0.7	-5	-1.6	1	2
O=C(c1cc([N+](=O)[O-])cc([N+](=O)[O-])c1)N(Cc1nnc(-c2ccccc2Cl)o1)C1CC1	3	-1.7	-3	-0.2	-1.3	-3	-1.7	-2	-1.9	1	1

The list goes on.
SMILES	NR1D1 modulator	hcDAF-12 act	SMARCA2 act	DAX1 inh-1	DAX1 inh-2	PLC-beta3 inh	ssDAF-12 act	ADAM17 inh	hgDAF-12 ag	PLCg1 inh	MBD2 DNA inh
CC#CCN1c2ccccc2[C@]23C[C@@H](C(=O)OC)N(C(=O)NC(C)(C)C)C2=NC(C(=O)OC)=C(C(=O)OC)[C@H]13	5	-2.4	0	-0.1	-0.7	1	-1.3	-1	-1.1	0	0
O=[N+]([O-])/C=C\c1ccc(N2CCOCC2)cc1	-3	5.5	-4	-4.5	-0.1	-7	-0.2	-3	2.2	-2	0
C#CCOCCOCCOCCNc1nc(N2CCN(C(=O)[C@H](CCC(=O)O)n3cc(CN)nn3)CC2)nc(N2CCN(C(=O)[C@H](CCCN=C(N)N)n3cc(C(N)[C@@H](C)CC)nn3)CC2)n1 (stereo not given in full)	-1	0.2	2	0.4	-0.4	2	-0.9	-1	0.1	0	2
O=C1CN(C(=O)c2c(F)cccc2F)C(c2ccc(F)cc2)c2cc(Br)ccc2N1 (stereo not given)	5	-2.0	-3	-1.1	0.0	-3	-1.3	0	-4.1	5	0
CC1Oc2ccccc2C=C1C1/C(=C(/O)c2ccccc2)C(=O)C(=O)N1CCCN(C)C (stereo not given)	-2	0.1	0	1.7	-0.6	-27	-0.7	-6	-0.1	-29	-3
CCOC(=O)/C=C/c1cc(F)ccc1O	-5	-1.3	1	.	0.6	i	-0.8	-7	2.9	-410	4
CC(C)(C)c1ccc(C(=O)NNC(=O)c2ccccc2Br)cc1	1	0.7	2	0.0	0.1	4	-1.4	-1	1.2	3	-2
CCOC(=O)c1c(C)[nH]c(C(=O)NNC(=O)c2ccc(Br)cc2)c1C	-4	-0.4	2	-0.6	0.1	-27	-1.5	-14	-2.0	-12	-1
c1nc(NC2CCCCC2)c2[nH]cnc2n1	7	0.9	0	-0.3	-0.6	2	-0.7	0	1.5	-42	0
Cc1ccc(S(=O)(=O)NCC2CCC(C(=O)NCc3cccs3)CC2)cc1 (stereo not given)	-4	-0.4	6	-0.5	-1.0	2	-0.7	2	-3.7	3	-3
COc1ccc(S(=O)(=O)NC(CCSC)C(=O)NC2CCCCC2)cc1 (stereo not given)	0	1.9	-2	0.7	-0.7	0	-1.2	0	2.3	3	1
CCn1c(-c2ccccc2Cl)nn(CC(=O)NCCc2ccccc2)c1=S	-7	-0.7	0	2.5	-0.2	4	-1.2	-1	-0.7	2	3
CCOc1cc(CNc2ncn[nH]2)ccc1OCC(=O)NC(C)(C)C	-8	-0.4	-5	-0.3	0.2	2	-1.1	1	-2.0	6	-5
COc1c(C)cc(S(=O)(=O)NCc2ccco2)c(C)c1C	-1	-3.4	-1	3.6	-0.1	-1	-0.9	0	-1.6	-1	-1
C=CCN1N=C(c2ccc(NC(=O)c3ccccc3)cc2)CSC1=O	-15	1.2	-3	-0.3	0.4	4	-1.3	1	-1.3	7	-5
CC1CC(C)CN(C(=O)COC(=O)c2nccnc2N)C1 (stereo not given)	-3	1.3	0	0.6	-0.3	-388	-1.6	i	4.1	-302	-7
CC1=CC2C(C3C=CC2(C)C(=O)C3(C)O)C(C)(O)C1=O (stereo not given)	2	-0.2	-2	0.0	0.3	3	-0.1	-2	0.6	2	0
O=C(CCl)NC(Cc1c[nH]c2ccc(OCc3ccccc3)cc12)C(=O)O (stereo not given)	-1	0.1	-2	-0.6	-0.1	-6	-1.0	-2	0.5	0	-3
CS(=O)(=O)N(CC(=O)Nc1c(F)cccc1F)c1ccc(C23CC4CC(CC(C4)C2)C3)cc1	1	-1.6	-4	-0.2	-0.7	3	-1.9	-1	-0.4	-1	2
CC(=NNC(=S)N1CCCCCC1)c1ccccn1	-5	0.0	-5	0.9	-1.2	-3	-0.2	-8	2.4	-1	-4
O=C(C1=C[C@@H](c2ccccc2)C[C@@H](OCCCCO)O1)N1CCN(Cc2ccc3c(c2)OCO3)CC1	-3	-3.0	-1	-0.6	0.1	2	-1.3	2	-0.8	4	-1
Cc1cc(C)cc(NC(=O)CSCc2cc(=O)n3ccsc3n2)c1	2	0.2	-3	-0.1	-1.1	-9	-0.8	-1	-2.8	-4	7
COc1cc(/C=C/C(=O)NC(C)C2CC3CCC2C3)cc(OC)c1OC (stereo not given)	10	-1.2	0	-0.4	-0.1	-19	-1.2	-9	1.0	-9	-1
CCOC(=O)c1ccccc1Nc1cn(C(C)=O)c2ccccc12	8	2.6	0	-0.3	-0.8	-242	-0.3	-89	1.2	-220	-1
CCOC(=O)N1CCN(C(=O)C(=O)Nc2sc3c(c2C#N)CC(C)(C)OC3)CC1	0	-0.1	1	0.6	1.2	-9	-1.5	-4	0.9	0	-3
COC(c1ccccc1)c1nc2ccccc2[nH]c1=O (stereo not given)	1	0.3	-1	1.2	-0.2	-54	-1.1	-67	2.2	-33	10

Structures listed so far containing fluorine, in the order listed:
SMILES	NR1D1 modulator	hcDAF-12 act	SMARCA2 act	DAX1 inh-1	DAX1 inh-2	PLC-beta3 inh	ssDAF-12 act	ADAM17 inh	hgDAF-12 ag	PLCg1 inh	MBD2 DNA inh
O=C(Nc1cccc(C(F)(F)F)c1)Oc1ccc(Cl)c2cccnc12	0	-1.0	-9	-0.4	-0.4	8	-0.8	2	-0.3	5	6
CCOc1ccc(-c2nc(CS(=O)(=O)CC(=O)NCc3ccc(F)cc3)c(C)o2)cc1	4	2.7	2	-0.7	-0.5	-4	-0.8	-2	3.8	1	0
O=C(COC(=O)c1cc(S(=O)(=O)N2CCOCC2)ccc1F)NCCc1ccc(F)cc1	6	-0.2	-2	1.1	-0.2	1	-0.7	-5	-1.6	1	2
O=C1CN(C(=O)c2c(F)cccc2F)C(c2ccc(F)cc2)c2cc(Br)ccc2N1 (stereo not given)	5	-2.0	-3	-1.1	0.0	-3	-1.3	0	-4.1	5	0
CCOC(=O)/C=C/c1cc(F)ccc1O	-5	-1.3	1	.	0.6	i	-0.8	-7	2.9	-410	4
CS(=O)(=O)N(CC(=O)Nc1c(F)cccc1F)c1ccc(C23CC4CC(CC(C4)C2)C3)cc1	1	-1.6	-4	-0.2	-0.7	3	-1.9	-1	-0.4	-1	2

Compound activity deposited in PubChem BioAssay by several laboratories.
